Assay outcomes from PubChem BioAssay.
Dengue-2 NS5 capping = Dengue-2 NS5 methyltransferase inhibitors, primary screen, biochemical, confirmation dose response (AID 588689) | Dengue-2 NS5 methyltransferase capping enzyme assay, biochemical; higher % means a stronger effect | inhibition, % at 25 µM, or IC50 in µM where a hit was titrated | 340,000 tested, 0.3% active; in the data active means a potency from the dose series; inconclusive means inhibition above about 29% without an active follow-up result
NTR1 agonist = NTR1-driven beta-arrestin-GFP spot formation – imaging, U2OS cells, high content, primary screen (AID 493036) | activation, % at 20 µM | P30989 | agonist mode | 330,000 tested, 0.17% active;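 active means activation at or above 40% of the spot to cytoplasm intensity ratio, with at least 20 cells analyzed; inconclusive means wells under 20 cells, flagged as cytotoxic or low count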;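 further: 0% = DMSO without peptide and 100% = 100 nM NTR1 peptide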
Target sequence (P30989 whole entry, looked up): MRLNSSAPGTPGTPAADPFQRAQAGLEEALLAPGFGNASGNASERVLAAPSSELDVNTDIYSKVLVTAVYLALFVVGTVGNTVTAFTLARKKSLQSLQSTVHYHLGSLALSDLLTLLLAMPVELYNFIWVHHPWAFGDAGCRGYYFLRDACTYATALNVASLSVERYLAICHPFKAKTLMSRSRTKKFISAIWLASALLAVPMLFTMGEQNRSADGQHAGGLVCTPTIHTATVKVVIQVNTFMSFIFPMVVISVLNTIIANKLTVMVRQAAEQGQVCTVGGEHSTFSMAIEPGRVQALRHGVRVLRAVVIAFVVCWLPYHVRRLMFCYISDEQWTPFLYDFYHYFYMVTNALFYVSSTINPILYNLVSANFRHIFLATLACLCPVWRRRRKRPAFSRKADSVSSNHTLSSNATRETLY
LYP phosphatase = PTPN22 lymphoid phosphatase activity blockers – biochemical, fluorescence intensity, uHTS (AID 1779); recombinant LYP phosphatase, fluorescence intensity; higher % means a stronger effect; inhibition, % at 11.5 µM; hits with a dose series show IC50 in µM; 290,000 tested, 0.054% active; in the data active means inhibition above about 50%;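 further: plate controls were vehicle with enzyme for no effect and no enzyme for full effect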
GPR35 antagonists = inhibition of zaprinast-stimulated GPR35 beta-arrestin translocation – imaging, U2OS, beta-arrestin-GFP, zaprinast agonist, primary screen (AID 2058). U2OS GPR35 beta-arrestin-GFP translocation imaging, zaprinast antagonism; higher % means a stronger effect. one-dose inhibition, % at 10 µM; IC50 in µM for titrated hits. 290,000 tested, 0.052% active;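 active means inhibition of at least 50% with at least 30 cells and total cytoplasm GFP at most 10,000,000; inconclusive means under 30 cells or total GFP of 10,000,000 plus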
WT yeast gro inh = growth inhibition of WT yeast, mitochondrial fusion screen; mitochondrial fusion phenotypic screen, WT strain; inhibition, % at 10 µM; 190,000 tested, 2.1% active; AID 1362; in the data active means inhibition above about 58%; tested in S. cerevisiae
Autophagy HCS = autophagy modulation, high-content screen; 190,000 tested, 0.98% active; MEF GFP-LC3 puncta imaging; test concentration mostly 10 µM; AID 463193; calls only at 10 µM (by protocol);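 active means percentage of spot-positive cells more than 3 SD above its plate mean, without a fluorescence outlier flag or 80% toxicity; inconclusive means no clear call, values can overlap the other calls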;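 further: spot-positive cell cutoff set from DMSO-treated cells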
AID2073 = inhibitors of Mint1-CaV2.2 protein interaction, biochemical, HTRF (AID 2073). HTRF protein-protein interaction, Mint1-CaV2.2; higher % means a stronger effect. inhibition, % at 20 µM; hits with a dose series show IC50 in µM. 290,000 tested, 0.19% active; in the data active means inhibition mostly above about 51%, no sharp cut-off; inconclusive means no clear call, values can overlap the other calls; inactive means mostly below about 53%; further: some results filed as inactive read as strong as hits
UTI89 phage lysis = protection from phage-mediated lysis, alamar blue read-out – E. coli UTI89, K1F phage, bacterial capsule biogenesis inhibitors (AID 488966) | inhibition, % at 100 µM; hits with a dose series show IC50 in µM | E. coli UTI89 K1F phage lysis, alamar blue, 2 h; higher % means a stronger effect | 340,000 tested, 0.02% active;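 active means phage lysis inhibition, versus mean bacterial control, above a set limit; inconclusive means no clear call, values can overlap the other calls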;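 further: capsule biogenesis inhibitors block K1F phage lysis so surviving cells raise fluorescence; higher fluorescence means more inhibition of phage lysis; actives were called in the ten point dose series up to 300 µM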
RSV antiviral HEp-2 = RSV antiviral activity via CPE protection, HEp-2 cells, primary 10 µM value included (AID 2391) | one-dose CPE inhibition, % at 10 µM; IC50 in µM for titrated hits | 310,000 tested, 0.13% active | HEp-2 cells, RSV-induced CPE inhibition; higher % means a stronger effect; in the data active means a potency from the dose series; inconclusive means CPE inhibition mostly from about 23% at the one dose, without a potency; inactive means the rest, 99 in 100 with CPE inhibition below about 21%; further: strong numbers were not always called active
WT yeast gro inh mutant strain = further read-out of WT yeast gro inh, marked with its call; inhibition, %; mitochondrial fusion phenotypic screen, mutant strain inhibition
Autophagy HCS cell loss 18 h = second read-out of Autophagy HCS, no call of its own (marks repeat the call); toxicity, %; measured here: cell loss, nuclei count;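 cell loss after 18 h compound exposure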
NTR1 agonist cell count 20 µM = also measured in NTR1 agonist; calls as there; cell count; measured here: cell count, cytotoxicity flag
Dengue-2 NS5 capping pilot replicate = further read-out of Dengue-2 NS5 capping, marked with its call; inhibition, %; measured here: pilot screen replicate inhibition
* = called active by the depositor; i = inactive; u = inconclusive; x = not tested or not shown; [ ] = dose if it differs, or a comment.

SMILES | Dengue-2 NS5 capping | NTR1 agonist | NTR1 agonist cell count 20 µM | LYP phosphatase | GPR35 antagonists | WT yeast gro inh | WT yeast gro inh mutant strain | Autophagy HCS | Autophagy HCS cell loss 18 h | AID2073 | UTI89 phage lysis | RSV antiviral HEp-2 | others
Fc1ccc(-[n+]2nc(Nc3ccccc3)sc2-c2c(Cl)cccc2Cl)cc1 | -5.6% | 8.9 | 53 | -2.9% | 27.3% | x | x | x | x | 2.2% | -0.2% | 10.8%
Cc1ncsc1C(=O)Nc1nc2c(s1)CC(C)CC2 (centres undefined) | -2.0% | -2.2 | 71 | 0.3% | 0.0% | 64.8* | -8.7* | i | -11.2 | -1.6% | 0.8% | 3.2%
CC1=NN(C(C)C)C(=O)C1 | -0.8% | -1.5 | 94 | -2.9% | -3.1% | -7.7 | -0.2 | i | 20.5 | 11.9% | 0.3% | 0.8%
CCOc1ccc(N(CC(=O)NCCSCc2ccccc2)S(=O)(=O)c2ccccc2)cc1 | -3.2% | 2.3 | 51 | -4.5% | -7.9% | x | x | x | x | 45.2% | -1.2%[50 µM] | 0.6%
Cc1ccccc1N=C(N)Nc1ccccc1C | 13.8% | -0.1 | 57 | x | x | x | x | x | x | x | 0.0% | -0.4%
COc1ccc(C(=O)N2CCC(C(=O)Nc3cccc(C)c3)CC2)cc1OC | -4.9% | -1.6 | 49 | -12.5% | 2.6% | 13.8 | 3.3 | i | 0.0 | 2.3% | 0.5% | 0.5%
CC1CCc2c(nc3ncnn3c2N2CCN(c3ccccc3F)CC2)C1 (centres undefined) | -4.8% | 3.5 | 51 | -0.1% | -5.5% | x | x | x | x | -3.9% | 4.3% | 1.5%
COc1cccc(N(CC(=O)O)S(=O)(=O)c2ccccc2)c1 | -6.4% | 0.8 | 90 | -6.7% | -12.2% | -2.3 | -49.0 | i | -5.0 | -1.0% | -0.9% | 0.2%
COc1ccc(NC(=O)c2cc3c(s2)CCC3)cc1S(=O)(=O)N1CCOCC1 | 0.0% | -1.4 | 89 | -0.3% | -1.3% | 7.1 | 25.0 | i | 1.1 | 54.3% | 0.5% | u
Cc1ccc2nc(N3C(=O)C(O)=C(C(=O)c4ccc(C)o4)C3c3ccco3)sc2c1 (centres undefined) | 6.5% | -1.7 | 66 | x | x | x | x | x | x | x | -1.1% | 7.0%
CC(NC(=O)c1ccccc1F)c1cccc2ccccc12 (centres undefined) | -9.5% | -0.1 | 68 | x | x | x | x | x | x | x | 1.3% | 2.5%
CC1(C)CC(=O)C2=C(C1)OC(N)=C(C#N)C2C1C=CCCC1 (centres undefined) | x | -0.1 | 54 | 4.4% | 7.3% | 2.0 | -0.3 | i | -6.5 | -2.1% | 0.3% | 2.1%
O=C(NCc1ccncc1)C1CCCN1S(=O)(=O)c1ccc(Cl)cc1 (centres undefined) | -0.7% | 4.0 | 66 | -8.1% | 10.5% | x | x | x | x | 36.3% | 0.2% | 0.7%
Nc1cc(N)nc(SCc2cc([N+](=O)[O-])cc3c2OCOC3)n1 | -3.1% | -0.4 | 54 | -0.3% | 9.3% | x | x | x | x | -5.4% | -0.6%[50 µM] | -1.9%
Cc1cc(-c2nnc(-c3cccc(Cl)c3)o2)no1 | 0.0% | 0.5 | 52 | -3.9% | 8.3% | x | x | x | x | -4.0% | -0.7% | 0.9%
Cc1ccc(S(=O)(=O)N2CCN(C(=O)CN3C(=O)NC4(CCCC4)C3=O)CC2)c(C)c1 | 3.6% | 1.0 | 60 | x | x | x | x | x | x | x | 0.9%[50 µM] | -1.6%
COC(=O)c1ccccc1NC(=O)Nc1cnccn1 | -7.5% | 1.4 | 104 | -4.0% | 15.3% | -0.8 | 4.7 | i | 10.3 | -3.4% | -0.1% | 0.9% | Dengue-2 NS5 capping pilot replicate=0.0
Cc1ccc(C)c(SCC(=O)Nc2oc(C)c3c(C)n[nH]c(=O)c23)c1 | 1.4% | -1.4 | 51 | x | x | x | x | x | x | x | 1.8%[50 µM] | -2.2%
COCCCN(C(=S)Nc1ccc(C)cc1Cl)C(C)c1ccncc1 (centres undefined) | -2.2% | -0.1 | 42 | -8.4% | 24.4% | -1.0 | 11.8 | i | -0.8 | -28.0% | -0.8% | 0.1%
Cc1ccc(CNC(=O)CCSCc2ccccc2F)cc1 | -7.3% | -1.9 | 74 | -6.0% | -3.5% | x | x | x | x | -2.8% | -0.1% | 0.8%
CCC(C(=O)Nc1cccc(S(=O)(=O)N(C)c2ccccc2)c1)c1ccccc1 (centres undefined) | -7.4% | 1.1 | 36 | x | x | x | x | x | x | x | 0.7%[50 µM] | 5.4%
COc1ccc(COC(=O)N/N=C(\C)CC(=O)Nc2ccc(Cl)cn2)cc1 | x | 0.7 | 41 | -3.2% | 10.3% | x | x | x | x | -5.2% | x | 0.0%
CCOC(=O)c1c(C)[nH]c(C(=O)CSc2nnc(-c3ccncc3)n2CC)c1C | 1.4% | 2.7 | 44 | -1.2% | -9.9% | -2.1 | -14.6 | i | 30.5 | -6.5% | 4.6% | 1.2%
Cc1ccc(C23CC4CC(CC(C(=O)NCC(=O)O)(C4)C2)C3)cc1 | -7.8% | 0.7 | 94 | -4.9% | -15.1% | x | x | x | x | 4.2% | 0.1% | -0.9%
Cn1c(=O)[nH]c(=O)c2c1nc(CN1CCN(c3cccc(Cl)c3)CC1)n2CCN1CCOCC1 | -5.5% | -0.6 | 50 | -7.4% | 3.9% | 14.2 | 21.2 | i | -1.0 | -5.8% | -0.2% | -0.9%

Carrying on:
SMILES | Dengue-2 NS5 capping | NTR1 agonist | NTR1 agonist cell count 20 µM | LYP phosphatase | GPR35 antagonists | WT yeast gro inh | WT yeast gro inh mutant strain | Autophagy HCS | Autophagy HCS cell loss 18 h | AID2073 | UTI89 phage lysis | RSV antiviral HEp-2 | others
COc1cccc(CN2CC(C(=O)NC3(c4ccccc4)CC3)CCC2=O)c1 (centres undefined) | 0.7% | 0.9 | 64 | -2.9% | 5.0% | x | x | x | x | -2.9% | -0.2% | 2.5%
COC(=O)C1=C(C)NC(=O)C1(Nc1ccc(Cl)cn1)C(F)(F)F (centres undefined) | -1.4% | 2.1 | 49 | -1.3% | -3.0% | -0.3 | 3.8 | i | -10.5 | -3.7% | 3.4% | -1.8%
COc1ccc(OC)c2sc(NC(=O)C3=COCCO3)nc12 | -0.7% | 1.2 | 43 | -5.2% | 0.8% | 3.5 | -1.5 | i | -4.8 | -6.3% | 0.7% | 1.6%
CC(=O)Oc1cc(OC(C)=O)c2c(C)cc(=O)oc2c1 | -6.1% | -0.7 | 61 | -9.1% | -10.7% | 11.2 | 4.1 | i | -1.7 | 22.1% | 0.4% | 25.3µM*
CCOCCn1cnc2sc(C(=O)NCC(=O)OCC)c(C)c2c1=O | x | 1.3 | 58 | -4.9% | -14.2% | -16.1 | 8.4 | i | 0.5 | -8.0% | 0.2% | 4.0%
Cc1ccc(S(=O)(=O)Nc2c(C)nn(C)c2C)cc1 | -5.6% | -0.2 | 64 | -8.4% | 2.6% | 4.0 | -3.5 | i | -2.9 | 0.3% | -0.2% | 0.3%
Cc1sc(NC(=O)CCS(=O)(=O)c2ccccc2)c(C#N)c1C | 5.0% | 1.3 | 60 | x | x | x | x | x | x | x | 1.5%[50 µM] | -0.4%
CCC(C)NC(=O)C(=O)NCC1CCCN1CC (centres undefined) | -4.5% | -0.2 | 52 | -4.0% | 3.2% | 7.2 | -2.2 | i | 1.3 | 3.8% | 0.2% | -1.2%
CN(C)c1cccc(C(=O)NC2CCCCCC2)c1 | 0.7% | -0.8 | 61 | -3.1% | -10.5% | -7.5 | 9.4 | i | -1.8 | 2.0% | 5.8% | 0.8%
CCOc1ccc(/C=N/N2C(C)CCCC2C)cc1OC (centres undefined) | -7.9% | -0.8 | 78 | -10.9% | -6.2% | x | x | x | x | 0.3% | 0.2% | 1.0%
O=C(O)[C@@H]1Cc2ccccc2N1 | 9.4% | 1.0 | 47 | -6.1% | 12.1% | x | x | x | x | 10.5% | 0.2% | 1.9%
[O-]/C(=C(\C(=S)NCc1ccc2c(c1)OCO2)[n+]1ccccc1)c1ccc(Cl)s1 | 8.7% | 1.6 | 30 | 0.1% | -23.1% | -4.0 | 0.7 | i | 9.1 | 18.8% | 0.3% | 2.5%
Cc1cc(CSCc2ccc(Cl)cc2)no1 | -4.8% | -1.4 | 96 | -11.1% | -2.7% | x | x | x | x | 5.3% | 0.1% | 0.0%
CCOC(=O)Cn1nc(-c2ccccc2)nc1-c1ccccc1 | -5.7% | -1.3 | 82 | 1.3% | -16.8% | 18.8 | 3.2 | i | -2.1 | 0.5% | 0.8% | 0.5%
CC(C)OC(=O)CSc1nnc(-c2cnccn2)n1Cc1ccco1 | 0.0% | 0.7 | 57 | 1.0% | -2.2% | 35.0 | 25.5 | i | 11.1 | -6.9% | 0.4% | 2.1%
Cc1ccc(CS(=O)(=O)CCC(=O)NCc2ccc(F)cc2)cc1 | -5.2% | -0.3 | 61 | -12.1% | 17.2% | x | x | x | x | -0.8% | 0.3% | 2.6%
COc1ccc(COC(=O)C2=C(C)NC(=O)NC2c2ccc(O)cc2)cc1 (centres undefined) | -3.2% | -1.2 | 70 | -10.4% | 13.1% | x | x | x | x | 9.4% | -1.5% | -0.6%
COc1ccc(N2C(=O)NC(NS(=O)(=O)c3ccc(Cl)cc3)(C(F)(F)F)C2=O)cc1 (centres undefined) | -6.6% | 0.6 | 49 | -3.7% | 0.9% | x | x | x | x | 8.6% | -0.7% | 1.7%
O=C(NCc1c(Cl)cccc1Oc1ccccc1)c1ccccc1 | -7.0% | 2.1 | 61 | 1.6% | 11.6% | x | x | x | x | -1.5% | -0.3% | 1.7%
COCc1c(C(=O)N2CCN(Cc3ccc(C#N)cc3)CC2)oc2ccccc12 | -3.3% | -1.1 | 51 | -5.8% | -0.1% | x | x | x | x | -0.6% | -0.2% | 5.4%
CN(C)CCCNC(=S)N(CCO)Cc1cc2cc3c(cc2[nH]c1=O)OCO3 | -4.6% | -1.4 | 49 | -3.6% | 16.9% | x | x | x | x | -5.4% | -0.3% | -0.5%
CCOC(=O)N1CCN(C(=O)CNC2CCCCCCC2)CC1 | -9.1% | 0.5 | 56 | -0.3% | -6.9% | 10.4 | 4.1 | i | 0.8 | -4.7% | -0.1% | -1.9%
CCCCn1c(N)c(N(CCOC)C(=O)c2cnccn2)c(=O)[nH]c1=O | 2.2% | 0.7 | 67 | x | x | x | x | x | x | x | 1.1%[50 µM] | 1.1%
Cc1ccc(N=C2NC(=O)/C(=C/c3cccn3C)S2)c(C)c1 | -2.3% | 2.9 | 43 | 3.0% | -1.4% | x | x | x | x | -6.8% | -1.7% | 5.2%
